HCV inhibitor – HCV inhibition | Huh7.5.1 HCVcc-Cre infection, luciferase reporter, 44 h | Potency, µM (series often up to 41.8 µM), for the others: at the top dose activity change, negative = inhibition, hits mostly inhibitors | hit rate 3.4% among 340,000 | AID 651820; active = well fitted inhibition curve with a large enough effect; inconclusive = small, poorly fitted or top-dose-only effect, or another doubt; inactive = no such curve, though single readings can be large or run the other way
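Cells (1,000/well) were plated 4 h before compound, then infected with HCVcc-Cre virus (~0.5 moi). After 44 h further culture, infection was read as luciferase luminescence following a 15 min substrate incubation at room temperature.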
Active calls of the source: *; ? = inconclusive; [ ] = another dose, or the depositor's remark. % is scaled to controls: 0 for no effect and ±100 for the full control effect; potency is read from the fitted curve at half-maximal effect. An excerpt; the hit share may differ from the screen's.

SMILES	HCV inhibitor
CC(C)Cn1c(SCC(=O)N2CCc3ccccc3C2)nc(O)cc1=O	15%
O=C(COC(=O)CCC(=O)c1ccc(F)cc1)NCc1ccccc1Cl	10%
CCCN(C(=O)/C=C/c1ccc(S(=O)(=O)N(CC)CC)cc1)C1CCS(=O)(=O)C1 (centres undefined)	1%
O=C(O)c1ccccc1N(c1ccccc1)c1ccccc1	19%
O=[N+]([O-])c1cc(C(F)(F)F)ccc1NCCc1ccccn1	?
CC(=O)N/C(=C\c1ccccc1)C(=O)OCC(=O)N(C)C1CCS(=O)(=O)C1 (centres undefined)	15%
Cc1cc(C)cc(NS(=O)(=O)c2ccc(NC(=O)c3ccccc3C(=O)O)cc2)c1	9%
Cc1ccc2c(C)c3ccc4ccccc4c3c[n+]2c1	13µM*
CC(=O)Nc1ccc(NC(=O)COC(=O)c2ccc(S(=O)(=O)NCc3ccco3)cc2)cc1	?
CC(C#N)(CCc1ccccn1)CCc1ccccn1	18%
CCCC[C@@H]1C=C(C(=O)O)[C@H](c2ccc3c(c2)OCO3)N1S(=O)(=O)c1ccc(C)cc1	?
CN1OC[C@@H]2CN(S(=O)(=O)c3ccccc3)[C@H](c3cccc(Br)c3)C[C@@H]21	-17%[8.37 µM]
COC(=O)c1ccc2c(c1C(=O)OC)CN(S(=O)(=O)C(C)(C)C)[C@@H]2CCO	-24%
CCOc1ccccc1OCCCC(=O)N1CCN(S(=O)(=O)c2cc(F)ccc2F)CC1	-14%
C[C@H](O)[C@@H]1C(=O)N2CCc3ccc(-c4ccccc4)cc3[C@@H]2C[C@@H]1N(C)C(=O)Nc1cc(Cl)cc(Cl)c1	11µM*

The last 4 records of the part above are carried over, then new ones follow.
SMILES	HCV inhibitor
CN1OC[C@@H]2CN(S(=O)(=O)c3ccccc3)[C@H](c3cccc(Br)c3)C[C@@H]21	-17%[8.37 µM]
COC(=O)c1ccc2c(c1C(=O)OC)CN(S(=O)(=O)C(C)(C)C)[C@@H]2CCO	-24%
CCOc1ccccc1OCCCC(=O)N1CCN(S(=O)(=O)c2cc(F)ccc2F)CC1	-14%
C[C@H](O)[C@@H]1C(=O)N2CCc3ccc(-c4ccccc4)cc3[C@@H]2C[C@@H]1N(C)C(=O)Nc1cc(Cl)cc(Cl)c1	11µM*
O=C(NN=Cc1ccccc1C(=O)O)c1ccc(NS(=O)(=O)c2cccs2)cc1	1%
CC(=O)Nc1cccc(C(=O)N2CCN(S(=O)(=O)c3ccc(C4CCCCC4)cc3)CC2)c1	?
COc1ccc(/C(O)=C2/C(=O)C(=O)N(CCCN(C)C)C2c2ccc(Cl)cc2)cc1OC (centres undefined)	10%
CC(=O)N1CCN(S(=O)(=O)c2cccc(C(=O)NNC(=O)COc3c(C)cccc3C)c2)CC1	9%
C=CCC[C@H](Cc1ccc(F)cc1)C(=O)OC[C@H]1CCCN1C(=O)[C@@H](CC=C)CC(=O)NCCO	15%
CCOC(=O)C1=NNC(=O)C1	15%
O=C(CSc1n[nH]c(-c2cccs2)n1)N1CCOCC1	0%
CCN(C(=O)COC(=O)c1cccnc1)c1cccc2ccccc12	?
CC1(c2nnc(Cc3ccccc3)o2)CC(c2ccncc2)=NO1 (centres undefined)	-7%
O=C1OCC2=C1C(c1ccc(Cl)cc1)c1cc3c(cc1O2)OCO3 (centres undefined)	?
C[C@H](CO)N1C[C@H](C)[C@@H](CN(C)C(=O)Nc2ccccc2)Oc2ccc(NC(=O)CCN3CCOCC3)cc2C1=O	-18%
C=CCC[C@@H](Cc1ccc(F)cc1)C(=O)OC[C@@H](Cc1ccccc1)NC(=O)[C@@H](CC=C)CC(=O)N[C@@H](CO)Cc1ccccc1	11%
Nc1ccc(S(=O)(=O)Nc2cnc3c(Cl)cccc3n2)cc1	24%
CC(C)(C)NC(=O)C[C@H]1C[C@H](C(=O)N2CCCCC2)[C@@]2(CCc3ccccc3)c3[nH]c4ccc(Cl)cc4c3CCN2C1=O	4%
C#CCOCCOCCOCCNc1nc(N2CCN(C(=O)[C@H](CCCCN)n3cc([C@@H](N)[C@H](C)CC)nn3)CC2)nc(N2CCN(C(=O)[C@H](CCC(=O)O)n3cc([C@@H](N)CCSC)nn3)CC2)n1	2%
Cc1cccn(Cc2c(Cl)cccc2Cl)c1=O	-16%
O=C(NNC(=O)c1cccc2ccccc12)c1ccc(Cl)cc1Cl	-22%
CC1CCN(c2ccccc2NC(=S)NC(=O)c2ccco2)CC1	?
Cc1cccc(C(=O)NCC(=O)OCC(=O)c2ccc(C)s2)c1	9%
CCN1C(=O)[C@H]2[C@@H](c3ccc(-c4ccccc4)c(OC)c3)N[C@@](CC(C)C)(C(=O)OC)[C@H]2C1=O	?
COC(=O)[C@H](Cc1ccc(O)cc1)NC(=O)Cn1cnc(C(=O)Nc2ccc(C)c(C)c2)n1	24%
Cc1ccc(C(=O)NNC(=O)c2cccc(S(=O)(=O)N3CCOCC3)c2)cc1	15%
C#Cc1ccc([C@H]2C=C(C(=O)O)O[C@@H](OCCCCO)C2)cc1	-5%
CN(C(=O)c1cccc(NC(=O)C2CCN(C(=O)OC(C)(C)C)CC2)c1)C1CCCCC1	10µM*
O=C(CSc1n[nH]c(-c2cccs2)n1)N1CCCC1	11%
Nc1ccc(C(=O)NN2C(=O)[C@H](Cl)C2c2ccc(Cl)cc2)cc1 (some centres undefined)	10µM*
O=C(Nc1ccc(C(=O)N2CCCCC2)cc1)C1CCC1	-9%[8.37 µM]
COCCCNC(=O)C[C@H]1C[C@H](C(=O)N2CCCCC2)[C@@]2(CCc3ccccc3)c3[nH]c4ccc(Cl)cc4c3CCN2C1=O	5%
CC(C)(C)OC(=O)C[C@@H]1C/C=C\C[C@H](CC(=O)N[C@@H](CO)Cc2ccccc2)C(=O)N[C@H](Cc2ccccc2)COC1=O	-12%
O=C1C[C@H](c2ccc(O)cc2)Oc2cc(O[C@@H]3O[C@H](CO)[C@@H](O)[C@H](O)[C@H]3O)cc(O[C@@H]3O[C@H](CO)[C@@H](O)[C@H](O)[C@H]3O)c21	8%

Looked up by structure from the list above:
SMILES	HCV inhibitor
CC(=O)Nc1ccc(NC(=O)COC(=O)c2ccc(S(=O)(=O)NCc3ccco3)cc2)cc1	?
CC(C)(C)NC(=O)C[C@H]1C[C@H](C(=O)N2CCCCC2)[C@@]2(CCc3ccccc3)c3[nH]c4ccc(Cl)cc4c3CCN2C1=O	4%
COCCCNC(=O)C[C@H]1C[C@H](C(=O)N2CCCCC2)[C@@]2(CCc3ccccc3)c3[nH]c4ccc(Cl)cc4c3CCN2C1=O	5%
O=C(O)c1ccccc1N(c1ccccc1)c1ccccc1	19%
C=CCC[C@H](Cc1ccc(F)cc1)C(=O)OC[C@H]1CCCN1C(=O)[C@@H](CC=C)CC(=O)NCCO	15%
O=C(NNC(=O)c1cccc2ccccc12)c1ccc(Cl)cc1Cl	-22%
Cc1ccc2c(C)c3ccc4ccccc4c3c[n+]2c1	13µM*

Carrying on:
SMILES	HCV inhibitor
COc1cccc(OC)c1C(=O)N[C@@H]1C(=O)N2[C@@H]1SC(C)(C)[C@@H]2C(=O)O	10%
Cc1noc(C)c1NC(=O)N(C)C[C@H]1Oc2c(NC(=O)Nc3ccc(C(F)(F)F)cc3)cccc2C(=O)N([C@H](C)CO)C[C@@H]1C	?
CN(C(=O)c1ccc(NC(=O)Cc2ccc(NC(=O)C3CCCN(C(=O)C4CCCC4)C3)cc2)cc1)C1CCCC1 (centres undefined)	-2%
O=C(OCCC12CC3CC(CC(C3)C1)C2)c1ccc(NCc2cc(O)ccc2O)cc1	2.2µM*
CC1CCCC(NC(=O)COC(=O)c2ccc(Br)o2)C1C (centres undefined)	5%
COc1ccc2[nH]c3c(c2c1)CCN1C(=O)C(CC(=O)NCCC2=CCCCC2)C[C@H](C(=O)N2CCOCC2)[C@@]31CCC1CCCC1 (some centres undefined)	4%
S=C(NN=C(c1ccccc1)c1ccccn1)N(Cc1ccccn1)Cc1ccccn1	1.3µM*
Cc1noc(C)c1NC(=O)Nc1cccc2c1O[C@@H](CN(C)C(=O)Nc1ccc3c(c1)OCO3)[C@@H](C)CN([C@H](C)CO)C2=O	11%
CN(C)CCCNC(=O)CC1C[C@H](C(=O)N2CCOCC2)[C@@]2(CCC3CCCC3)c3[nH]c4ccccc4c3CCN2C1=O (some centres undefined)	23%
Cc1ccc(S(=O)(=O)N2CCC(C(=O)NCCCN3CCCC3=O)CC2)cc1	-2%
C[C@H](CO)N1C[C@H](C)[C@@H](CN(C)S(=O)(=O)c2cn(C)cn2)Oc2ccc(NC(=O)C3CCCCC3)cc2C1=O	47%[activator]
C[C@H](CO)N1C[C@H](C)[C@@H](CN(C)C(=O)Nc2ccc3c(c2)OCO3)Oc2c(cccc2N(C)C)C1=O	5%
C[C@@H](C(=O)Nc1cc(C(F)(F)F)ccc1N1CCOCC1)N1C(=O)C2CC=CCC2C1=O (some centres undefined)	0%
O=c1c2ccccc2nc(/C=C/c2ccc(Br)cc2)n1CCO	-10%
CCN(CC)C(=O)[C@H]1CC(CC(=O)NCc2ccco2)C(=O)N2CCc3c([nH]c4ccccc34)[C@]12C (some centres undefined)	?
CCOC(=O)C(Cc1ccnnc1)=NO	-15%
O=C(OCC(=O)N1CCOCC1)c1cc(-c2ccccc2)nc2ccccc12	-15%
C=CC[C@H](CC(=O)N(CCO)Cc1ccccc1)C(=O)N[C@@H](COC(=O)[C@@H](CC=C)Cc1ccc(F)cc1)Cc1c[nH]c2ccccc12	22µM*
CCOC(=O)Cc1cc(=O)[nH]n(-c2ccccc2)c1=O	?
CCOC(=O)C1=C(c2ccc(O)cc2)NC(=O)NC1C (centres undefined)	13%
Cc1cc2c(cc1C)C(=O)C(Br)=C(N)C2=O	?
Cc1ccc(-c2nnc(-c3cccc4ccccc34)o2)cc1	-4%
Cc1c(/C(O)=C2/C(=O)C(=O)N(CCN3CCOCC3)C2c2ccco2)cnn1-c1ccccc1 (centres undefined)	9%
O=C(NCCc1nnc2ccc(N3CCCCCC3)nn12)c1ccccc1F	18%
CC(C)(C)c1sc(N)nc1-c1ccccc1	12%
CCCCN1CC[C@H]2C=CC[C@@H](C(=O)Nc3ccccc3)[C@H]2C1=O	7%
CCC(C)N(C(=O)CSc1nc(-c2cccs2)nc2ccccc12)C1CCS(=O)(=O)C1 (centres undefined)	?
O=[N+]([O-])c1cccc(S(=O)(=O)Nc2ccc3cn[nH]c3c2)c1	13%
CC(=O)N1CCN(C(=O)c2ccc(NS(=O)(=O)c3ccc(Cl)c(Cl)c3)cc2)CC1	31%[activator]
CN(C(=O)c1cccc(NC(=O)Cc2cccc(NC(=O)C3CCN(C(=O)c4ccccc4)CC3)c2)c1)C1CCCC1	12%[8.37 µM]
O=C(Nc1ccc2nc3n(c(=O)c2c1)CCCC3)c1cncc(Br)c1	?
O=C(CCCCC(=O)NN=Cc1ccccc1O)NN=Cc1ccccc1O	?
CC(C)[C@H]1COCCS(=O)(=O)N1Cc1ccccc1-c1ccc(C(C)(C)C)cc1	6%
COc1cc(-c2cc(C(=O)OCC(=O)NC3CC3)c3ccccc3n2)cc(OC)c1OC	?
CCN(C(=O)c1ccc(=O)n(C)n1)c1c(N)n(Cc2ccccc2)c(=O)[nH]c1=O	-15%
CN(C(=O)c1cc2ccccc2o1)c1c(N)n(Cc2ccccc2)c(=O)[nH]c1=O	4%
O=C(NC1CC1)c1cccc2c1C(=O)c1ccc(N3CCC(Cc4ccccc4)CC3)cc1S2(=O)=O	10µM*
CCCCn1cnc2c(SCCc3ccccc3)nc(N)nc21	?
O=c1[nH]nnc2cc(Cl)ccc12	13%
CCC(CO)Oc1cc(NCc2ccc(F)cc2)c2ncn(C(C)C)c2c1 (centres undefined)	?
CC(=O)Nc1ccc(S(=O)(=O)N(C)CC(=O)NNC(=O)c2cccs2)cc1	14%
O=C(C(=O)N1CCN(Cc2ccccc2)CC1)c1c[nH]c2ccccc12	-5%
CN(CC=CCN(C)P(=S)(N1CC1)N1CC1)P(=S)(N1CC1)N1CC1	?
CCN(CC)C(=O)COc1ccc(/C=N/NC(=O)c2cc(-c3ccccc3OC)nc3ccccc23)cc1OC	1%
O=c1[nH][nH]c(-c2ccccc2)c1-c1ccccc1	-3%
CCCCOC(=O)c1cc(-c2ccc(/C=N/n3cnnc3)o2)ccc1Cl	1%
Clc1ccccc1C=NNc1ccccn1	-8%
C[C@]12c3[nH]c4ccccc4c3CCN1C(=O)C(CC(=O)NCC13CC4CC(CC(C4)C1)C3)C[C@@H]2C(=O)N1CCOCC1 (some centres undefined)	?
O=C(CCC(=O)c1cccs1)OCC(=O)c1ccccc1	36%[activator]
COc1ccc(C(=O)OCC(=O)c2c[nH]c3ccccc23)c(OC)c1	?
COc1ccc(C=C(C#N)c2ccc(OC)cc2)cc1	?
O=C(OCC(=O)N1CCc2ccccc21)[C@@H]1CC(O)CN1S(=O)(=O)c1ccc(Cl)cc1 (some centres undefined)	5%
COc1cc(C2OC(=O)C3C(c4ccc(OC(C)=O)c(OC)c4)OC(=O)C23)ccc1OC(C)=O (centres undefined)	-1%
Cc1onc(-c2ccccc2)c1C(=O)NCC(=O)Nc1cc(Cl)ccc1Cl	-9%
CCOC(=O)N1CCN(C(=O)COC(=O)c2ccc(N(C)C)cc2)CC1	-9%
Nc1ccc2cc3ccccc3cc2c1	?
C[C@H](CO)N1C[C@H](C)[C@@H](CN(C)S(=O)(=O)c2ccccc2)Oc2c(NC(=O)Nc3ccc(C(F)(F)F)cc3)cccc2C1=O	?
CCCCN1CCC(CN2C(=O)C(=O)NC[C@@H]2Cc2ccccc2)CC1	-10%
CC1CCN(CCC(=O)Nc2ccc(Br)cc2)CC1	?
CCC(NC(=O)c1ccccc1NC(=O)C(C)(C)C)C(=O)N1CC(C)OC(C)C1 (centres undefined)	-13%

Bioassay records as filed in PubChem.
